Screening data: PubChem, Southern Research Specialized Biocontainment Screening Center
M. tuberculosis: growth inhibition of non-replicating M. tuberculosis (AID 488890) | Mycobacterium tuberculosis non-replicating, growth inhibition; higher % means a stronger effect | inhibition, % at 25 µM, or IC50 in µM where a hit was titrated | actives 0.39% (n = 320,000); in the data active = a potency from the dose series; inconclusive = inhibition mostly from about 82% at the one dose, without a potency; inactive = the rest, 99 in 100 with inhibition below about 76%;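 also: plate controls were DMSO cells for no effect and high antibiotic wells for full effect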
H37Rv inhibition: M. tuberculosis growth inhibition, HTS (AID 449762); M. tuberculosis H37Rv growth inhibition, 7H9 media; higher % means a stronger effect; actives 0.59% (n = 330,000); one-dose inhibition, % at 25 µM; IC50 in µM for titrated hits; in the data active = a potency from the dose series; inconclusive = inhibition above about 70% without an active follow-up result;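 also: bacterial growth assessed after seven days of incubation; strong numbers were not always called active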
H1N1 NS1A inhibition: H1N1 influenza NS1A inhibitors, functional cell based assay (AID 504329); NS1A functional cell-based assay, percent inhibition; higher % means a stronger effect; one-dose inhibition, % at 12.5 µM; IC50 in µM for titrated hits; actives 0.3% (n = 340,000); in the data active = a potency from the dose series; inconclusive = inhibition above about 27% without an active follow-up result; also: strong numbers were not always called active
VEEV TC-83 Vero: inhibitors of VEEV TC-83 cytopathic effect, confirmation, Vero cells (AID 588727); actives 0.13% (n = 350,000); Vero cells, VEEV TC-83 cytopathic effect inhibition; higher % means a stronger effect; inhibition, % at 20 µM, or IC50 in µM where a hit was titrated; in the data active = a potency from the dose series; inconclusive = inhibition mostly from about 14% at the one dose, without a potency; inactive = the rest, 99 in 100 with inhibition below about 12%; also: strong numbers were not always called active
PhoP GFP inhibition: PhoP regulon inhibitors, Salmonella typhi PhoP promoter GFP reporter, confirmatory (AID 1850); actives 0.33% (n = 310,000); Salmonella Typhi PhoP-promoter GFP reporter, fluorescence, 4 h; higher % means a stronger effect; one-dose inhibition, % at 50 µM; IC50 in µM for titrated hits; in the data active = a potency from the dose series; inconclusive = inhibition mostly from about 25% at the one dose, without a potency; inactive = the rest, 99 in 100 with inhibition below about 19%;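 also: 0% = induced wells with vehicle and 100% = uninduced wells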
VEEV TC-83 Vero 10K pilot screen: second read-out of VEEV TC-83 Vero, no call of its own (marks repeat the call); inhibition, %; measured here: 10K pilot screen inhibition
The depositor's hits bear a star; i = inactive; ? = inconclusive; . = not tested or not shown.

SMILES	M. tuberculosis	H37Rv inhibition	H1N1 NS1A inhibition	VEEV TC-83 Vero	PhoP GFP inhibition	others
CC(C)C[C@@H](CO)N1CCN(CCc2ccccc2)CCC1=O	-9%	-7%	-4%	i	-1%	VEEV TC-83 Vero 10K pilot screen=0.0
CCOC(=O)c1sc(=NC(=O)CCSc2ccccc2)n(C)c1C	1%	2%	5%	1.0%	0%
COCc1cc(Sc2ccc(Cl)cc2)nc(C)n1	58%	1%	-13%	0.9%	4%
COc1ccc(Cc2nnc(NC(=O)CSc3ccc(C)cc3)s2)cc1OC	-19%	1%	-11%	1.2%	-4%
CCOC(=O)c1cc(-c2ccc(/C=C3/C(=O)N(c4ccc(C(=O)O)cc4)N=C3C)o2)ccc1Cl	79%	69%	66µM*	25%	3%
CN[C@H]1CCc2cc(OC)c(OC)c(OC)c2-c2ccc(N(C)CC(OC)OC)c(=O)cc21	-7%	-5%	23%	i	11%
Cc1ccc(CNC(=O)c2ccc(F)c(S(=O)(=O)N3CCOCC3)c2)cc1	.	.	2%	1.1%	.
CC(C)(C)/C(O)=C/c1nc2ccccc2oc1=O	6.8µM*	?	-3%	0.9%	-4%
Cc1ccsc1C(=O)NCCc1ccco1	-2%	4%	-11%	0.1%	.
C[Si](C)(C)n1ccnc1	-3%	10%	1%	0.1%	13%
COCc1ccc(C(=O)NC2CCCN(Cc3ccccc3F)C2)o1 (stereo not given)	21%	-4%	-4%	0.1%	-7%
CC(=O)Oc1ccc(Oc2ccc(-c3noc(C)n3)cc2)cc1	10%	0%	-3%	i	-6%
Cc1ccc(-n2c(N)cc(=O)nc2SCC(=O)N2CCN(c3ccccc3)CC2)cc1C	-4%	-4%	-10%	1.2%	-7%
CC(=O)c1cccc(NC(=O)C(C)OC(=O)CCCN=C2NS(=O)(=O)c3ccccc32)c1 (stereo not given)	-18%	-6%	-14%	2.2%	1%
O=C(CNc1ccccc1OC(F)F)N1CCc2ccccc21	16%	11%	-10%	3.5%	-9%
O=C(CSc1nc(O)c(Cc2ccccc2)c(=O)n1-c1ccccc1)N1CCOCC1	1%	-5%	-4%	1.2%	3%
O=C(COc1ccccc1)NCC(=O)N/N=C/c1cccs1	-7%	2%	-3%	1.5%	1%
NNC(=O)c1oc2nc(-c3ccccc3)cc(-c3ccccc3)c2c1N	10%	-4%	21%	13%	-10%
Cc1csc(/N=C/c2ccc([N+](=O)[O-])cc2)n1	17%	-3%	0%	0.1%	1%
COc1cccc(NC(=O)CCC2CCN(Cc3nccs3)CC2)c1	7%	-7%	-8%	0.4%	-13%
COc1ccc(NC(=O)CN(C)CC(=O)Nc2ccc(Cl)cc2[N+](=O)[O-])cc1	39%	25%	9%	0.1%	-10%
Cc1cc(=O)[nH]c(N/N=C/c2cccc(Br)c2)n1	-8%	-8%	-5%	2.4%	5%
CSCCC(NC(=O)COc1ccccc1)C(=O)N1CCCCC1 (stereo not given)	-11%	-3%	1%	1.5%	0%
CCn1c(SCC(=O)N/N=C/C=C/c2ccccc2[N+](=O)[O-])nnc1-c1ccccc1	13%	7%	6%	5.8%	4%
CN(C)S(=O)(=O)c1ccc(N2CCCC2)c(C(=O)Nc2ccccc2)c1	52%	-8%	0%	2.8%	-6%
CCS(=O)(=O)c1nc(S(=O)(=O)c2ccc(C)cc2)c(NCCCN(C)C)s1	8%	8%	-3%	0.8%	8%
Cc1onc(-c2ccccc2Cl)c1C(=O)NCc1ccc2c(c1)cc(C)n2C	?	39%	26%	0.4%	4%
CCOC(CNC(=O)Cn1nc(C)c2ccccc21)OCC	-2%	3%	1%	i	4%
CN1C(=S)SC(C)(C)C1(C)NO (stereo not given)	-10%	-11%	1%	0.7%	-6%
COC(=O)/C(C#N)=C/c1c(N2CCN(C)CC2)nc2ccccn2c1=O	-19%	2%	3%	i	-6%
Cc1nn(C)cc1C(C(=O)NC1CCCCC1)N(C(=O)Cc1cccs1)c1ccc(Cl)cc1 (stereo not given)	-12%	-7%	-4%	1.8%	12%
CC(C)(c1ccc(O)c([N+](=O)[O-])c1)c1ccc(O)c([N+](=O)[O-])c1	.	.	7%	2.3%	.
CC(C)OC(=O)Cn1c(=O)oc2ccccc21	2%	10%	5%	8.0%	-3%
CCN(CC)CCCNCC(=O)Nc1ccc2c(c1)CCC2	0%	-7%	12%	i	2%
Cn1c(=O)oc2cc(S(=O)(=O)Nc3cccc(F)c3)ccc21	-3%	0%	9%	i	11%
CC(=O)c1cccc(NC(=O)c2cccc(S(=O)(=O)N(C)C)c2)c1	20%	-4%	0%	5.7%	0%

Not a retest: entries from further up.
SMILES	M. tuberculosis	H37Rv inhibition	H1N1 NS1A inhibition	VEEV TC-83 Vero	PhoP GFP inhibition	others
Cc1ccc(-n2c(N)cc(=O)nc2SCC(=O)N2CCN(c3ccccc3)CC2)cc1C	-4%	-4%	-10%	1.2%	-7%
CC(=O)c1cccc(NC(=O)C(C)OC(=O)CCCN=C2NS(=O)(=O)c3ccccc32)c1 (stereo not given)	-18%	-6%	-14%	2.2%	1%
O=C(CNc1ccccc1OC(F)F)N1CCc2ccccc21	16%	11%	-10%	3.5%	-9%
O=C(CSc1nc(O)c(Cc2ccccc2)c(=O)n1-c1ccccc1)N1CCOCC1	1%	-5%	-4%	1.2%	3%
O=C(COc1ccccc1)NCC(=O)N/N=C/c1cccs1	-7%	2%	-3%	1.5%	1%
NNC(=O)c1oc2nc(-c3ccccc3)cc(-c3ccccc3)c2c1N	10%	-4%	21%	13%	-10%
Cc1csc(/N=C/c2ccc([N+](=O)[O-])cc2)n1	17%	-3%	0%	0.1%	1%
COc1cccc(NC(=O)CCC2CCN(Cc3nccs3)CC2)c1	7%	-7%	-8%	0.4%	-13%
COc1ccc(NC(=O)CN(C)CC(=O)Nc2ccc(Cl)cc2[N+](=O)[O-])cc1	39%	25%	9%	0.1%	-10%
Cc1cc(=O)[nH]c(N/N=C/c2cccc(Br)c2)n1	-8%	-8%	-5%	2.4%	5%
CSCCC(NC(=O)COc1ccccc1)C(=O)N1CCCCC1 (stereo not given)	-11%	-3%	1%	1.5%	0%
CCn1c(SCC(=O)N/N=C/C=C/c2ccccc2[N+](=O)[O-])nnc1-c1ccccc1	13%	7%	6%	5.8%	4%
CN(C)S(=O)(=O)c1ccc(N2CCCC2)c(C(=O)Nc2ccccc2)c1	52%	-8%	0%	2.8%	-6%
CCS(=O)(=O)c1nc(S(=O)(=O)c2ccc(C)cc2)c(NCCCN(C)C)s1	8%	8%	-3%	0.8%	8%
Cc1onc(-c2ccccc2Cl)c1C(=O)NCc1ccc2c(c1)cc(C)n2C	?	39%	26%	0.4%	4%
CCOC(CNC(=O)Cn1nc(C)c2ccccc21)OCC	-2%	3%	1%	i	4%
CN1C(=S)SC(C)(C)C1(C)NO (stereo not given)	-10%	-11%	1%	0.7%	-6%
COC(=O)/C(C#N)=C/c1c(N2CCN(C)CC2)nc2ccccn2c1=O	-19%	2%	3%	i	-6%
Cc1nn(C)cc1C(C(=O)NC1CCCCC1)N(C(=O)Cc1cccs1)c1ccc(Cl)cc1 (stereo not given)	-12%	-7%	-4%	1.8%	12%
CC(C)(c1ccc(O)c([N+](=O)[O-])c1)c1ccc(O)c([N+](=O)[O-])c1	.	.	7%	2.3%	.
CC(C)OC(=O)Cn1c(=O)oc2ccccc21	2%	10%	5%	8.0%	-3%

Three compounds out of the list, ordered by SMILES length, rising:
SMILES	M. tuberculosis	H37Rv inhibition	H1N1 NS1A inhibition	VEEV TC-83 Vero	PhoP GFP inhibition	others
CCN(CC)CCCNCC(=O)Nc1ccc2c(c1)CCC2	0%	-7%	12%	i	2%
COC(=O)/C(C#N)=C/c1c(N2CCN(C)CC2)nc2ccccn2c1=O	-19%	2%	3%	i	-6%
CCS(=O)(=O)c1nc(S(=O)(=O)c2ccc(C)cc2)c(NCCCN(C)C)s1	8%	8%	-3%	0.8%	8%

(next part)
SMILES	M. tuberculosis	H37Rv inhibition	H1N1 NS1A inhibition	VEEV TC-83 Vero	PhoP GFP inhibition	others
CC1CCN(C(=O)c2cc(-c3ccc4c(c3)OCO4)on2)CC1	35%	8%	-8%	2.1%	-6%
CCOc1ccc(S(=O)(=O)N(CC(=O)N2CCC(C(N)=O)CC2)c2ccc(F)cc2)cc1	-5%	-8%	-4%	1.4%	-3%
N#CCCn1cc(C(=O)Nc2ccccc2Br)c(-c2cccs2)n1	15%	16%	-6%	0.4%	-5%
Cc1ccc(S(=O)(=O)N2CCCCC2)cc1NC(=O)COC(=O)c1ccccc1F	8%	-4%	-4%	0.3%	-4%
CCN(CC)S(=O)(=O)c1ccc(O)c(NC(=O)CN2CCc3ccccc3C2)c1	-5%	-6%	-11%	1.9%	-2%
O=C(Nc1ccccc1-c1nnc(SCc2ccc(Cl)cc2)o1)c1ccccc1	5%	20%	0%	i	-1%
CC(=O)NCC(=O)OCC(=O)Nc1nc(-c2ccccc2)cs1	0%	-4%	-4%	0.5%	1%
O=C(Nc1cccc(Cl)c1N1CCOCC1)c1cc([N+](=O)[O-])ccc1N1CCOCC1	5%	-4%	4%	6.3%	2%
O=C(C[C@H]1C/C=C\CC[C@H](Cc2ccc(F)cc2)C(=O)O[C@@H](c2ccccc2)CNC1=O)N[C@@H](CO)Cc1ccccc1	.	2%	-1%	5.9%	.
OCc1ccccc1OCCCOc1cccc2cccnc12	32%	10%	-2%	5.2%	-9%
CC(CCC(=O)O)(c1ccc(O)cc1)c1ccc(O)cc1	-5%	-2%	-10%	0.4%	.
Cc1ccc(S(=O)(=O)N(C)C)cc1NC(=O)COC(=O)CC1CCCC1	8%	-3%	-3%	4.5%	3%
N#CCSc1nnc(Cc2ccc3c(c2)OCO3)o1	.	5%	1%	3.3%	-3%
CC(=O)c1cccc(N(CC(=O)Nc2ccc(S(=O)(=O)N3CCCC3)cc2)S(C)(=O)=O)c1	2%	1%	-6%	2.8%	-4%
CCOC(=O)c1nc(C)n(-c2ccc([N+](=O)[O-])cc2)n1	-4%	0%	3%	1.2%	4%
CCCCC(C(=O)NC1CCCC1)N(C(=O)c1snc(C(N)=O)c1N)c1ccc(C)cc1 (stereo not given)	-4%	1%	-7%	i	-4%
CCCn1cnc2cc(NCc3cccs3)ccc21	8%	-9%	0%	0.2%	-7%
COc1ccc(C2CC3(CC(C)(C)NC(=O)N3)Oc3cc(O)ccc32)cc1 (stereo not given)	4%	1%	-2%	0.1%	18%
COc1ccc(-c2nnc(SCC(=O)O)n2C)cc1OC	-6%	3%	-2%	1.2%	-16%
CSc1ccc(C2(O)Cc3cccc[n+]3C2c2ccccc2)cc1 (stereo not given)	12%	-7%	-13%	1.1%	9%
O=C(NCc1ccccc1)[C@@H]1CSC2c3ccccc3C(=O)N21 (stereo not given in full)	1%	-5%	-3%	1.3%	-7%
CC1C(=O)N2CCCc3cc(NS(=O)(=O)c4ccccc4)cc1c32 (stereo not given)	14%	13%	-8%	3.0%	3%
CCN(CC(=O)NC(=O)NCc1ccccc1)CC(=O)Nc1cc(Cl)ccc1C	28%	0%	-8%	3.8%	.
O=C(Cc1nnc(NC(=O)Nc2ccc(F)cc2)s1)NCc1ccccc1	-11%	-2%	.	4.6%	4%
Cc1ccc(S(=O)(=O)c2c(N)n(Cc3ccco3)c3nc4ccccc4nc23)cc1	24%	51%	0%	i	-16%
CCC(C(=O)NCC1CCCO1)N(C(=O)c1snc(C(N)=O)c1N)c1ccc(Cl)cc1 (stereo not given)	-6%	-1%	-6%	0.9%	-6%
Cc1nc(-c2ccncc2)sc1C(=O)Nc1ccc(Cl)cc1	36%	7%	4%	1.8%	5%	VEEV TC-83 Vero 10K pilot screen=0.3
N#Cc1ccsc1NC(=O)CN1CCN(Cc2ccccc2)CC1	0%	-5%	-2%	0.9%	-6%	VEEV TC-83 Vero 10K pilot screen=0.1
Cc1cccc(C(=O)N2CC3(C)CC2CC(C)(C)C3)c1 (stereo not given)	5%	3%	-10%	0.5%	-5%
Cc1nn(CC(=O)Nc2ccc(Br)cc2F)c(=O)c2cccn12	13%	4%	8%	i	1%
Nc1ccn(CC(=O)NCCCc2ccccc2)c(=O)n1	7%	-4%	-13%	0.4%	.
Cc1ccc(S(=O)(=O)N2CCN(S(=O)(=O)c3ccccc3Br)CC2)cc1	.	.	-14%	0.1%	.
Cc1cc(NC(=O)c2c([N+](=O)[O-])cnn2C)no1	-13%	-1%	-1%	i	-12%
CCCNc1c(NS(=O)(=O)c2ccc(C)c(C)c2)c(=O)oc2ccccc12	-1%	0%	4%	1.8%	0%
O=C1CC(NC(=O)C(F)(F)F)=NN1c1ccccc1	15%	6%	1%	0.1%	34%
